# S100A4 inh HTS = inhibitors of S100A4-myosin IIA peptide binding, primary screen, biochemical, fluorescence polarization, TAMRA-MyoIIA peptide; Protein S100-A4 (Homo sapiens), P26447; inhibition, % at 10.7 µM; 0.14% of 360,000 active; AID 652163, 2013;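 active means mean inhibition of at least 70% across replicates, with every replicate also reaching that level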
# Target sequence (P26447 whole entry, looked up): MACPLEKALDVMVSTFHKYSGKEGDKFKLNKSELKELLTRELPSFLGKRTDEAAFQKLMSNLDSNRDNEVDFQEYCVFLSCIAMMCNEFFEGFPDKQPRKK
#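 Material: S100A4 monomer protein / Buffer or medium: 50 mM HEPES pH 7.2, 10 mM CaCl2, 100 mM KCl / Times: 5 min incubation before reading / Benchmarks: neutral control DMSO, positive control TFP / Reagent: labelled myosin peptide probe, 5 nM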
# ERAP1 HTS inh = human ERAP1 aminopeptidase inhibitors, primary screen, biochemical, single point, plate reader | Endoplasmic reticulum aminopeptidase 1 (Homo sapiens), Q9NZ08 | recombinant ERAP1, Leu-AMC fluorescence, 60 min | inhibition, % at 10.7 µM | 0.15% of 340,000 active;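 active means mean replicate inhibition of at least 30%, or all replicates individually reaching that 30% level; inactive means mean below 30% and not every replicate reaching it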;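 further: 0% = neutral control wells and 100% = L-leucinethiol positive control wells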
# LGR2 inh = inhibitors of bursicon-induced LGR2 CRE-luciferase signal, primary screen, cell-based, HEK293, CRE-luciferase reporter, bursicon stimulation; inhibition, % at 9.99 µM; Drosophila bursicon receptor LGR2 (rickets); 0.35% of 380,000 active; AID 720647, 2013; bursicon-stimulated, 4 h;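 active means drop in luminescence signal, shown as inhibition above about 50% in the replicate tests, limit read from the data, passing the limit was not always enough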;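 further: agonist challenge used bursicon conditioned medium at about half maximal strength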
# PGC1a acetyl inh = inhibitors of PGC1a acetylation signal, primary screen, cell-based, U2OS, AlphaScreen, inhibitor mode. AID 651687, 2012. AlphaScreen anti-acetyl-lysine; with virally co-expressed GCN5 acetyltransferase. inhibition, % at 15.6 µM. 0.17% of 350,000 active;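 active means every replicate shows inhibition of at least 40%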;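 further: 0% = neutral control wells and 100% = positive control wells; some results beyond the cut were filed as inactive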
# Xi reactivation = activators of inactive X chromosome reactivation, primary screen, imaging, XiGFP fibroblasts, GFP high-content imaging, set 2 | 0.055% of 360,000 active | activation, % at 7.58 µM | XiGFP mouse fibroblasts, % GFP-positive cells imaging, 3 d; cells co-treated with 5-aza-dC sensitizer; scaled so ellipticine positive control = 100%;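 active means mean normalized replicate activation at least 10% and every replicate at or above 10%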;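 further: 0% = median of on-plate neutral control wells and 100% = ellipticine 6 µM median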
#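 assay system = SV40-immortalized XiGFP fibroblast cells, line 68-5-11 | buffer or medium = DMEM plus 5-aza-dC sensitizer | doses = single-point pinned compound dosing | times = 3-day compound exposure, then 15 min fixation at room temperature | benchmarks = positive control ellipticine, 6 µM final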
# C2C12 statin = suppressors of statin myotoxicity in C2C12 myotubes, primary screen, cell-based, single point, plate reader; C2C12 myotubes + simvastatin, ATP luminescence, 48 h; scaled: DMSO 0, geranylgeraniol control 100; rescue of ATP level, % at 7.49 µM; 0.78% of 330,000 active; AID 602340, 2012;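 active means mean ATP rescue above about 67%, or every replicate alone reaching that limit, limit read from the data, passing the limit was not always enough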;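 further: myotubes were challenged with 10 µM simvastatin during compound exposure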
# Cneo AK release = Cryptococcus neoformans cell lysis inducers, primary screen, AK release luminescence, single concentration; lysis activity, % at 15 µM; C. neoformans lysis, adenylate kinase release luminescence, 4 h; normalised: neutral wells 0, clomiphene wells 100; 0.2% of 360,000 active; AID 651654, 2012;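 active means mean lysis activity across replicates of at least 80%, whatever share of replicates individually reach that level; inactive means mean lysis activity below 80%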
#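 Schedule: static 4 h at 37 °C with compound, 1 h detection; system: C. neoformans cells; benchmarks: Clomiphene as positive control; buffer or medium: fresh YPD medium; measure: luminescence rise reflecting yeast cell lysis; measured by: luminescent adenylate kinase detection reagent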
# SIRT5 inh = SIRT5 desuccinylase inhibitors, primary screen, biochemical, fluorescence imaging, single point, set 5; NAD-dependent protein deacylase sirtuin-5, mitochondrial (Homo sapiens), Q9NXA8; 1.1% of 330,000 active; Purified SirT5, succinyl-peptide AMC, trypsin-coupled fluorescence; inhibition, % at 15 µM; in the data active means inhibition above about 15%
# Target sequence (Q9NXA8 whole entry, looked up): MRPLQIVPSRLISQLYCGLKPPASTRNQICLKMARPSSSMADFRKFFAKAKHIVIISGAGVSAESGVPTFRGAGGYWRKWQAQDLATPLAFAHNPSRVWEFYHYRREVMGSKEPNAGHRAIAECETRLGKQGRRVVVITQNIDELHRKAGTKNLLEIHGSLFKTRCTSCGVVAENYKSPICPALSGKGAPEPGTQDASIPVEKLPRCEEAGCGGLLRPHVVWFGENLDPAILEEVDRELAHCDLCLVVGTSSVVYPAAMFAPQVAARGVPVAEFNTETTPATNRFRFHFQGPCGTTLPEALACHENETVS
# Numbers without * were called inactive; . = not tested or not shown. Not all compounds are listed; rates above refer to the full screens.
no.	mol	S100A4 inh HTS	ERAP1 HTS inh	LGR2 inh	PGC1a acetyl inh
1	O=C(CN(Cc1cccs1)C(=O)CNS(=O)(=O)c1ccc(F)cc1)NCc1ccco1	.	.	-4	1
2	NC(=S)n1[nH]c(-c2ccccc2)c(N=Nc2ccccc2C(=O)N2CCOCC2)c1=O	2	6	-58	3
3	O=C(NC1Cc2ccccc2C1)[C@H]1N[C@H]2c3ccc(C4=CCCCC4)c(=O)n3C[C@H]2[C@@H]1CO	-12	2	-14	2
4	O=C(COC(=O)c1ccco1)NC1CCCC1	-5	-1	0	.
5	CN1CCOCCOCCOCCN(C)C1=S	2	-3	13	.
6	CCCCNC(=O)c1onc(CSc2cc(C)cc(C)c2)c1C(=O)NCCCC	-4	3	14	0
7	O=C(COC(=O)Cc1ccsc1)Nc1ccccc1Cl	-3	-2	-21	9
8	CCc1noc(C)c1C(=O)OCC(=O)NCc1ccccc1	0	1	5	8
9	Cc1ccc(C(C(=O)NCC2CCCO2)N(C(=O)c2snc(C(N)=O)c2N)c2ccccc2)o1 (configuration not stated)	-6	7	-5	0
10	O=C(Nc1ccc(N2CCOCC2)c(Cl)c1)c1cccc(-n2cnnc2)c1	-1	-3	-8	9
11	Cc1cc(OCCn2ccnc2)cc(C)c1Cl	6	-5	1	.
12	COc1ccc(Cl)cc1N(CC(=O)N1CCCC1)S(=O)(=O)c1ccc(C)cc1	2	1	-12	.
13	COc1ccc(CCNC(=O)Cc2ccc(NC3=NC4CS(=O)(=O)CC4S3)cc2)c(OC)c1 (configuration not stated)	-3	0	-5	0
14	CC(=O)Nc1ccc(NC(=O)c2ccc(-c3ccc([N+](=O)[O-])cc3)o2)cc1	-1	0	9	-22
15	O=C(CCNS(=O)(=O)c1ccc2c(c1)CCC(=O)N2)Nc1ccc(F)c(F)c1	9	-7	0	17

no.	Xi reactivation	C2C12 statin	Cneo AK release	SIRT5 inh
1	.	6	1	.
2	0.0	.	.	2
3	-0.1	13	-1	-3
4	0.3	-6	-2	-3
5	0.1	.	.	-4
6	-0.1	5	-1	2
7	0.2	-7	2	-6
8	-0.1	8	-2	-19
9	0.2	1	1	-7
10	0.0	-8	-3	-10
11	0.0	-2	3	-6
12	0.0	7	.	0
13	0.0	4	1	-3
14	0.2	-2	-1	-11
15	0.2	-1	5	-1

# (listing goes on)
no.	mol	S100A4 inh HTS	ERAP1 HTS inh	LGR2 inh	PGC1a acetyl inh
16	COc1ccc(S(=O)(=O)N[C@@H]2CC[C@H](CCn3cc(C(C)C)nn3)O[C@H]2CO)cc1	-16	1	0	-6
17	O=C(N/N=C/c1cc(Cl)ccc1O)c1cccnc1	-6	-6	30	.
18	CC1=C(C(=O)N(C(C)C)C(C)C)CC(CC(=O)NC2CCCC2)C(=O)N1Cc1ccc(C(C)(C)C)cc1 (configuration not stated)	1	-1	0	-4
19	CN1CCN(/C=C(\C#N)S(=O)(=O)c2ccc(Cl)cc2)CC1	-4	5	13	.
20	C[C@H]1CN([C@@H](C)CO)S(=O)(=O)c2ccc(-c3cccc(F)c3)cc2O[C@H]1CN(C)C(=O)C1CC1	1	3	-16	-8
21	CC(=O)c1cccc(CN2CCC(C(=O)Nc3ccc(-c4cccc(C)c4)cc3)CC2)c1	0	-2	-4	.
22	Cc1cc(C)cc(C(=O)NC(CC(N)=O)c2ccc(NC3CCCC3)c([N+](=O)[O-])c2)c1 (configuration not stated)	-4	-1	-8	.
23	CC(=O)Nc1cc(-c2cccc(C(=O)N(C)C)c2)cn2c(-c3ccccc3)cnc12	-10	2	-24	2
24	CCC12CN(C(=O)c3ccc([N+](=O)[O-])cc3)CC(CC)(CN(C(=O)c3ccc([N+](=O)[O-])cc3)C1)C2=O	-3	-2	3	-6
25	COC(=O)C(C(=O)OC)c1ccc(NC(=O)c2cccc(Cl)c2)cc1	1	-2	-1	-14
26	O=C(Cc1ccccc1)Nc1ccc(NC(=O)C2CCCCC2)nc1	0	4	.	.
27	COc1ccc(N(CC(=O)NC2CCCC2)S(=O)(=O)c2c(C)[nH]c(=O)[nH]c2=O)cc1	4	-1	-7	-5
28	COC(=O)c1ccc2nc(-c3ccc(F)cc3)c(Cc3cccc(F)c3)n2c1	1	-1	1	.
29	O=C(O)c1nn(Cc2ncc(-c3cccc(Cl)c3)o2)c(=O)c2ccccc12	-5	2	15	0
30	COc1ccc(C(=O)c2ccc([N+](=O)[O-])cc2)c(OC)c1OC	-4	2	1	.

no.	Xi reactivation	C2C12 statin	Cneo AK release	SIRT5 inh
16	-0.6	16	-5	6
17	0.0	13	4	2
18	.	2	0	0
19	0.0	5	.	6
20	-0.4	1	-8	-1
21	0.3	-37	-2	-1
22	0.3	11	0	0
23	0.0	4	-1	-1
24	-0.1	.	-1	-1
25	0.3	.	.	-1
26	-0.1	-34	-1	-5
27	0.3	-3	-4	.
28	-0.1	.	.	-3
29	0.0	-1	1	-3
30	-0.1	0	1	-1

# Compounds 23 to 30, quoted:
no.	mol	S100A4 inh HTS	ERAP1 HTS inh	LGR2 inh	PGC1a acetyl inh
23	CC(=O)Nc1cc(-c2cccc(C(=O)N(C)C)c2)cn2c(-c3ccccc3)cnc12	-10	2	-24	2
24	CCC12CN(C(=O)c3ccc([N+](=O)[O-])cc3)CC(CC)(CN(C(=O)c3ccc([N+](=O)[O-])cc3)C1)C2=O	-3	-2	3	-6
25	COC(=O)C(C(=O)OC)c1ccc(NC(=O)c2cccc(Cl)c2)cc1	1	-2	-1	-14
26	O=C(Cc1ccccc1)Nc1ccc(NC(=O)C2CCCCC2)nc1	0	4	.	.
27	COc1ccc(N(CC(=O)NC2CCCC2)S(=O)(=O)c2c(C)[nH]c(=O)[nH]c2=O)cc1	4	-1	-7	-5
28	COC(=O)c1ccc2nc(-c3ccc(F)cc3)c(Cc3cccc(F)c3)n2c1	1	-1	1	.
29	O=C(O)c1nn(Cc2ncc(-c3cccc(Cl)c3)o2)c(=O)c2ccccc12	-5	2	15	0
30	COc1ccc(C(=O)c2ccc([N+](=O)[O-])cc2)c(OC)c1OC	-4	2	1	.

no.	Xi reactivation	C2C12 statin	Cneo AK release	SIRT5 inh
23	0.0	4	-1	-1
24	-0.1	.	-1	-1
25	0.3	.	.	-1
26	-0.1	-34	-1	-5
27	0.3	-3	-4	.
28	-0.1	.	.	-3
29	0.0	-1	1	-3
30	-0.1	0	1	-1

# More entries
no.	mol	S100A4 inh HTS	ERAP1 HTS inh	LGR2 inh	PGC1a acetyl inh
31	Cc1ccccc1-c1cnc2c(c1)C(=O)N([C@@H](C)CO)C[C@H](C)[C@H](CN(C)C(=O)c1ccc(F)cc1)O2	-2	2	8	2
32	CCOc1ccccc1OCC(=O)NC1CCSc2ccccc21 (configuration not stated)	2	0	-23	-12
33	O=C(C[C@@H]1CC[C@@H](NC(=O)c2ccccn2)[C@H](CO)O1)NCc1cccc(F)c1	2	-1	9	2
34	O=C(Nc1nsc(-c2ccccc2)n1)c1ccc(F)cc1	0	1	.	.
35	COC(=O)C1=C(O)/C(=C\c2sccc2C)N=C1C	2	3	4	1
36	CCC(=O)c1ccc(OCC(=O)OCC(=O)N2CCc3ccccc3C2)cc1	0	2	7	4
37	O=C(CSc1cccc[n+]1[O-])c1cc(Cl)ccc1Cl	-2	4	13	-2
38	CN(CCOc1ccc(Cl)cc1)C(=O)c1cccc(S(=O)(=O)N2CCN(Cc3ccccc3)CC2)c1	-10	-2	8	.
39	CCN(CC)S(=O)(=O)c1cc(NS(=O)(=O)c2cc(Cl)ccc2Cl)ccc1C	23	-3	-1	.
40	COc1ccc(-c2nc(N)ncc2-c2ccc(Cl)cc2)c(O)c1	0	3	-12	.
41	CC(=O)Oc1cccc(C(=O)Nc2c[nH]c(=O)[nH]c2=O)c1	17	10	12	-2
42	COC(=O)[C@]12CCCCC=C1N(Cc1ccc(Cl)cc1Cl)C(=O)[C@H](CC(=O)N1CCN(C(=O)C3CC3)CC1)C2	8	-2	-13	.
43	COc1ccc(Cl)cc1NC(=O)c1nnn(CC(=O)Nc2ccc(OC)c(OC)c2)c1N	-2	0	-9	-19
44	COc1ccc2cc(C(=O)/C=C/c3cc(OC)c(O)c(OC)c3)ccc2c1	-7	1	12	.
45	O=C(O)c1ccc(-c2ccccn2)s1	-3	9	12	.

no.	Xi reactivation	C2C12 statin	Cneo AK release	SIRT5 inh
31	-0.4	12	-3	-3
32	0.1	-2	6	.
33	-0.5	-8	-2	0
34	0.7	2	-5	0
35	0.0	.	9	.
36	0.1	-13	3	3
37	0.0	.	.	-4
38	0.1	-26	0	-4
39	0.0	.	0	-2
40	0.0	27	4	-4
41	0.0	.	.	-1
42	0.1	.	.	3
43	0.0	55	16	-4
44	0.3	37	-4	0
45	0.0	.	.	-2

# Remaining list, next part
no.	mol	S100A4 inh HTS	ERAP1 HTS inh	LGR2 inh	PGC1a acetyl inh
46	C[C@@H]1CN([C@@H](C)CO)C(=O)c2cc(NS(=O)(=O)c3ccc(F)cc3)ccc2O[C@@H]1CN(C)Cc1ccc(Oc2ccccc2)cc1	9	1	-1	-10
47	Cc1cccc(C)c1NC(=O)CNCC(=O)Nc1c(C)cccc1C	-3	0	-1	4
48	Cc1cc(OCC(=O)NC(C)c2ccccc2)ccc1[N+](=O)[O-] (configuration not stated)	-7	10	-9	.
49	C[C@@H]1CN([C@H](C)CO)S(=O)(=O)c2ccc(C#CC3CC3)cc2O[C@H]1CN(C)C(=O)CC1CC1	14	-2	-1	-14
50	CCCNC(=O)Nc1ccc2c(c1)C(=O)N(C)C[C@H](OC)[C@H](C)CN(C(=O)C1CCC1)[C@H](C)CO2	15	-1	11	.
51	CCC(=O)N1CCN(c2ccccc2NC(=S)NC(=O)c2cccc([N+](=O)[O-])c2)CC1	1	0	-10	.
52	COc1ccc(S(=O)(=O)Nc2ccc(OCC(=O)O)cc2)c2ccccc12	-5	-4	-8	-4
53	O=C(COc1ccccc1)NCCS(=O)(=O)N1CCN(c2ccccc2)CC1	0	3	-7	7
54	CN(C)C(=O)[C@H]1[C@H](CO)[C@H]2Cn3c(ccc(C4=CCCCC4)c3=O)[C@H]2N1Cc1ccccn1	10	4	-2	.
55	O=C(C[C@@H]1CC[C@H](NC(=O)c2ccc3c(c2)OCO3)[C@H](CO)O1)NCc1ccc(Oc2ccccc2)cc1	-1	4	4	-9

no.	Xi reactivation	C2C12 statin	Cneo AK release	SIRT5 inh
46	-0.2	18	-13	-1
47	0.0	0	3	-4
48	0.1	.	.	3
49	-0.3	10	43	-3
50	0.6	12	-5	-1
51	0.4	.	.	0
52	0.0	0	-1	3
53	0.0	-14	-1	-2
54	0.1	-5	-4	-7
55	0.3	31	-1	-3
